# Source: PubChem
# SSB-PriA inh: inhibitors of Klebsiella pneumoniae PriA binding to SSB C-terminal tail | inhibition, % at 33 µM | AlphaScreen SSBct-PriA binding, biotinylated peptide | 0.6% of 430,000 active | AID 1272365; in the data active = inhibition mostly above about 37%, no sharp cut-off; inactive = mostly below about 20%;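 note: plate controls were negative control peptide for no effect and reference peptide for full effect; strong numbers were not always called active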
# Yp Topo-I inh: Y. pestis Topo-I inhibition via cleavage products; Y. pestis Topo-I cleavage product accumulation, plate reader; activity, % at 10 µM; 0.064% of 360,000 active; AID 504884; in the data active = activity above about 50%, passing the limit was not always enough; note: inactives centre near 2
# Rv3671c inh: Rv3671c (M. tuberculosis) protease inhibition | P9WHR9 | 0.048% of 320,000 active | AID 2606 | inhibition, % at 5.96 µM; in the data active = inhibition above about 38%;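 note: extracellular domain of Rv3671c used as enzyme; 0% = enzyme with DMSO and 100% = no enzyme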
# Target sequence (P9WHR9 whole entry, looked up, the tested form may be a part): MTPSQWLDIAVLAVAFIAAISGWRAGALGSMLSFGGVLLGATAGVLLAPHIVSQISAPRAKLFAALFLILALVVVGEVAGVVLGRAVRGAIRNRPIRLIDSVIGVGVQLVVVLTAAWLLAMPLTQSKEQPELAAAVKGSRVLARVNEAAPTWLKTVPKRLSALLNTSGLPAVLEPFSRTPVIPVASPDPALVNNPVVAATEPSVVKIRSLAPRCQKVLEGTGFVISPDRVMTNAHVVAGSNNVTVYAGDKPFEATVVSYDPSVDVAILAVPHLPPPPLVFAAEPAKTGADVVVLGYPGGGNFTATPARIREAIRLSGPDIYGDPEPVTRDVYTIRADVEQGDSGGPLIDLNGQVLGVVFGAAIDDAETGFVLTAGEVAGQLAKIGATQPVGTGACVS
# MazEF act: increases E. coli MazEF RNase cleavage of RNA | P0AE70 | FAM/BHQ RNA-DNA oligo cleavage fluorescence, 5 h | activation, % at 20 µM | 0.32% of 350,000 active; in the data active = activation above about 50%
# Target sequence (P0AE70 whole entry, looked up): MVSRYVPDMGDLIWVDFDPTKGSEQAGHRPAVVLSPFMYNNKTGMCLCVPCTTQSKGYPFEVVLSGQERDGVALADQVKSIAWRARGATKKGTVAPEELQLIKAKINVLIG
# Vc quorum ag: quorum light induction in luxS cqsA deficient V. cholerae | V. cholerae BH1578 lux reporter, luminescence, 6 h | activation, % at 18.7 µM | 0.16% of 350,000 active; in the data active = activation mostly above about 9.7%, no sharp cut-off; note: not every result past the cut was called active; inactives centre near 0; reference of the scale not given here
# DUSP3 inh: blocks human VHR1 dual specificity phosphatase | P51452 | recombinant VHR phosphatase, pNPP absorbance | inhibition, % at 13.3 µM | 0.52% of 290,000 active | AID 1654; in the data active = inhibition above about 50%; note: some compounds called inactive have numbers as strong as hits
# Target sequence (P51452 whole entry, looked up): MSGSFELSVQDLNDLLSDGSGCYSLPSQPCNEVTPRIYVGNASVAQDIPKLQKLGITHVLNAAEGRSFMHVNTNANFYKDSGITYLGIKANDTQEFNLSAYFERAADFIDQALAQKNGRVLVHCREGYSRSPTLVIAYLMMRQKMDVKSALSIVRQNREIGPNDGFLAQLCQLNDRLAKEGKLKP
# 3CLpro inhibitor: SARS-CoV 3CLpro protease inhibition | recombinant SARS-CoV 3CLpro, quenched FRET peptide cleavage | 0.14% of 290,000 active | inhibition, % at 6 µM; in the data active = inhibition above about 12%
# TcdB GH inh: TcdB glycohydrolase inhibition. P18177. TcdB glycohydrolase enzymatic assay, plate reader. inhibition, % at 9.99 µM. 0.24% of 350,000 active. AID 652162; in the data active = inhibition above about 10%
# PrPC TRFRET: reduces human prion protein on the cell surface; cell surface PrPC, TR-FRET read-out; 0.43% of 370,000 active; AID 720596; P04156; inhibition, % at 13.8 µM; in the data active = inhibition above about 24%; note: 0% = median of the test wells and 100% = reference compound wells
# CCHFV vOTU inh: CCHFV vOTU protease inhibition. Pep-AMC fluorescence. inhibition, % at 11.5 µM. 0.55% of 370,000 active. AID 651958; in the data active = inhibition above about 30%; note: 0% = vehicle wells with enzyme and 100% = no enzyme wells
# The depositor's hits bear a star; i = inactive; / = no result given; & = joins results of further samples. This is a subset, so the mix of outcomes need not match the whole.
# A first look:
# Field names – A = SSB-PriA inh; B = Yp Topo-I inh; C = Rv3671c inh; D = MazEF act; E = Vc quorum ag; F = DUSP3 inh; G = 3CLpro inhibitor; H = TcdB GH inh; I = PrPC TRFRET; J = CCHFV vOTU inh
mol: Cc1ccccc1NC(=O)CSc1ccsc1[N+](=O)[O-]
  A: -6; B: -7; C: 3; D: 5; E: -0.4; F: 8; G: -3; H: /; I: -37; J: -5
mol: Cc1cc(C)n(-c2ncnc3ccccc23)n1
  A: -4; B: 8; C: -6; D: 4; E: i; F: 16; G: 10; H: 0.4; I: 3; J: 1
mol: COc1ccc(NC(=O)N(C)C[C@H]2Oc3ccc(NC(=O)C4CCCCC4)cc3C(=O)N([C@H](C)CO)C[C@@H]2C)cc1
  A: -4; B: 10; C: -1; D: 5; E: 1.2; F: /; G: /; H: 0.1&0.0; I: -1; J: -6
mol: COC(=O)c1cc(OC)c(OC)cc1NC(=O)c1ccc(OC)c(OC)c1
  A: 4; B: 3; C: -1; D: 19; E: -0.2; F: -7; G: -1; H: /; I: 8; J: 3

# Results, previewed entries included:
# Field names – A = SSB-PriA inh; B = Yp Topo-I inh; C = Rv3671c inh; D = MazEF act; E = Vc quorum ag; F = DUSP3 inh; G = 3CLpro inhibitor; H = TcdB GH inh; I = PrPC TRFRET; J = CCHFV vOTU inh
mol: Cc1ccccc1NC(=O)CSc1ccsc1[N+](=O)[O-]
  A: -6; B: -7; C: 3; D: 5; E: -0.4; F: 8; G: -3; H: /; I: -37; J: -5
mol: Cc1cc(C)n(-c2ncnc3ccccc23)n1
  A: -4; B: 8; C: -6; D: 4; E: i; F: 16; G: 10; H: 0.4; I: 3; J: 1
mol: COc1ccc(NC(=O)N(C)C[C@H]2Oc3ccc(NC(=O)C4CCCCC4)cc3C(=O)N([C@H](C)CO)C[C@@H]2C)cc1
  A: -4; B: 10; C: -1; D: 5; E: 1.2; F: /; G: /; H: 0.1&0.0; I: -1; J: -6
mol: COC(=O)c1cc(OC)c(OC)cc1NC(=O)c1ccc(OC)c(OC)c1
  A: 4; B: 3; C: -1; D: 19; E: -0.2; F: -7; G: -1; H: /; I: 8; J: 3
mol: CCN(CC)CCOCCOC(=O)C1(c2ccccc2)CCCC1
  A: -1; B: -2; C: -7; D: -13; E: i; F: /; G: /; H: 0.1; I: 5; J: -2
mol: O=C(Nc1ccc(-n2nncc2-c2ccco2)cc1)c1ccc(F)cc1
  A: 4; B: -12; C: -11; D: 3; E: i; F: 18; G: -4; H: /; I: 3; J: 0
mol: O=C(CCC(=O)N1CCN(Cc2ccc(F)cc2)CC1)Nc1nnc(C2CCCCC2)s1
  A: 0; B: 27; C: 1; D: -1; E: -3.4; F: 25; G: 0; H: 0.2; I: 5; J: 6
mol: CC(C)c1nc2ccccc2n1CC(O)COC1CCCCC1 (stereo unspecified)
  A: -4; B: 2; C: 9; D: -6; E: -0.4; F: 30; G: 1; H: 1.3; I: 9; J: 15
mol: C=CCN(CC=C)Cc1c(C)[nH]c2ccc(C(=O)OCC)cc2c1=O
  A: -6; B: 6; C: -3; D: 6; E: -0.6; F: 0; G: -12; H: 1.7; I: 1; J: -6
mol: COc1ccc(-c2csc3ncnc(NCCO)c23)cc1
  A: 3; B: 3; C: 4; D: -10; E: i; F: 10; G: -5; H: 0.4; I: 2; J: -11

# (list continues)
# Field names – A = SSB-PriA inh; B = Yp Topo-I inh; C = Rv3671c inh; D = MazEF act; E = Vc quorum ag; F = DUSP3 inh; G = 3CLpro inhibitor; H = TcdB GH inh; I = PrPC TRFRET; J = CCHFV vOTU inh
mol: O=C(CC1CCCCC1)NCc1cn2ccsc2n1
  A: -5; B: -4; C: 4; D: 3; E: /; F: -2; G: -3; H: /; I: -7; J: 2
mol: Cc1ccc2cc(CN(Cc3ccco3)C(=O)c3ccccc3)c(=O)[nH]c2c1C
  A: -9; B: -8; C: -6; D: 14; E: -2.1; F: 10; G: 2; H: /; I: 6; J: 3
mol: O=Cc1ccc(N2CCCCCC2)cc1
  A: -5; B: -1; C: 1; D: 6; E: i; F: 6; G: 2; H: /; I: 7; J: 11
mol: CC1CCC(NC(=O)C2CCC(CNS(=O)(=O)c3ccccc3)CC2)CC1 (stereo unspecified)
  A: -2; B: 31; C: /; D: -5; E: i; F: 2; G: 2; H: 1.4; I: 4; J: -3
mol: CCC(=O)N(CCC(c1ccc(C)cc1)c1ccco1)Cc1ccco1 (stereo unspecified)
  A: -7; B: 0; C: 5; D: 5; E: -0.5; F: 8; G: -1; H: 0.7; I: 3; J: 11
mol: CCCCC1CCC(C(=O)N(C)CC(=O)Nc2cccc(F)c2)CC1 (stereo unspecified)
  A: /; B: 5; C: -15; D: -3; E: i; F: -4; G: 7; H: 0.8; I: 7; J: 18
mol: Cc1ccc(S(=O)(=O)N(CC(=O)N/N=C\c2cccs2)c2cccc3cccnc23)cc1
  A: /; B: 33; C: 4; D: 51*; E: -0.3; F: 1; G: 5; H: -0.2; I: -6; J: -16
mol: COCCCNc1ccn2nc(-c3cc(OC)c(OC)c(OC)c3)cc2n1
  A: /; B: 6; C: /; D: /; E: -0.6; F: /; G: /; H: 4.3; I: -7; J: 8
mol: Oc1ccc(CCc2ccccn2)cc1
  A: /; B: 7; C: /; D: 2; E: i; F: /; G: /; H: 14*; I: 2; J: -9
mol: CC1=C(C(=O)Nc2ccccc2)C2(CCCCC2)C(C(N)=O)C(=S)N1 (stereo unspecified)
  A: -5; B: 0; C: 12; D: -10; E: i; F: -5; G: 2; H: /; I: -10; J: -17

# Continuation.
# Field names – A = SSB-PriA inh; B = Yp Topo-I inh; C = Rv3671c inh; D = MazEF act; E = Vc quorum ag; F = DUSP3 inh; G = 3CLpro inhibitor; H = TcdB GH inh; I = PrPC TRFRET; J = CCHFV vOTU inh
mol: NC(=O)CCCc1nc(-c2ccccc2)no1
  A: -13; B: 4; C: -1; D: -1; E: i; F: -7; G: 0; H: 2.0; I: 1; J: -6
mol: COc1cc(C(=O)OCC(=O)N2CCC(C)CC2)cc2c1OCCO2
  A: -9; B: 1; C: 1; D: -7; E: -5.7; F: /; G: /; H: 0.7; I: -2; J: -5
mol: COc1ccc(-n2nnc3c(=O)n(CC(=O)NCC4CCCO4)cnc32)cc1 (stereo unspecified)
  A: -4; B: 0; C: 0; D: -2; E: i; F: -4; G: -4; H: /; I: 0; J: -5
mol: Cc1ccccc1OCCn1nc(C(=O)O)c2ccccc2c1=O
  A: -1; B: 33; C: 1; D: 6; E: i; F: 9; G: -1; H: /; I: -3; J: 1
mol: c1ccc(-c2cc3n(c2)CCc2ccccc2-3)cc1
  A: 5; B: -4; C: -8; D: 17; E: -12; F: 40; G: -5; H: /; I: -4; J: -3
mol: COc1ccc(C2CC(c3ccc4ccccc4c3)=NN2C(=O)CN2C(=O)CCC2=O)cc1 (stereo unspecified)
  A: -4; B: 6; C: -3; D: 2; E: 2.8; F: 11; G: 2; H: 1.6; I: -1; J: -3
mol: CC(=O)c1c(C)nn(CC(O)COc2ccc3c(c2)CCC3)c1C (stereo unspecified)
  A: -1; B: 23; C: 8; D: 0; E: -1.1; F: -2; G: -4; H: 0.9; I: 6; J: 0

# Individual results from above:
# In CCHFV vOTU inh, `COc1ccc(NC(=O)N(C)C[C@H]2Oc3ccc(NC(=O)C4CCCCC4)cc3C(=O)N([C@H](C)CO)C[C@@H]2C)cc1` has -6
# In MazEF act, `CC1CCC(NC(=O)C2CCC(CNS(=O)(=O)c3ccccc3)CC2)CC1` (stereo unspecified) has -5
# In PrPC TRFRET, `CCCCC1CCC(C(=O)N(C)CC(=O)Nc2cccc(F)c2)CC1` (stereo unspecified) has 7
# In CCHFV vOTU inh, `Oc1ccc(CCc2ccccn2)cc1` has -9
